BioA inh: blocks M. tuberculosis BioA enzyme activity. purified M. tuberculosis BioA enzyme, plate reader. 360,000 tested, 0.096% active. inhibition, % at 9.99 µM; in the data active means inhibition above about 40%
* marks the source's active call; other numbers are inactive results. A portion of the library; the hit share may differ from the screen's.

COc1ccc(NC(=O)Nc2ccc3c(c2)C(=O)N([C@@H](C)CO)C[C@H](C)[C@@H](CN(C)S(=O)(=O)c2ccccc2)OCCCC[C@@H](C)O3)cc1
  BioA inh: 1.7
COCCNC(=O)C[C@@H]1C[C@H]2c3cc(NC(=O)c4cccnc4)ccc3O[C@H]2[C@@H](CO)O1
  BioA inh: 10.3
C[C@@H]1CN([C@@H](C)CO)C(=O)c2cc(NC(=O)Nc3ccccc3)ccc2O[C@@H](C)CCCCO[C@@H]1CN(C)Cc1ccc2c(c1)OCO2
  BioA inh: -3.7
CC(C)NC(=O)Nc1ccc2c(c1)C(=O)N([C@H](C)CO)C[C@H](C)[C@H](CN(C)C)OCCCC[C@@H](C)O2
  BioA inh: -0.5
C/C=C/c1ccc([C@@H]2[C@@H](CO)N(C(C)=O)[C@@H]2CN(CC)C(=O)CN(C)C)cc1
  BioA inh: -1.4
COc1ccc(S(=O)(=O)Nc2ccc3c(c2)[C@H]2C[C@H](CC(=O)NCC4CC4)O[C@H](CO)[C@H]2O3)cc1
  BioA inh: 1.4
COc1ccc(S(=O)(=O)N(C)C[C@H]2OCCCC[C@H](C)Oc3ccc(NC(=O)Nc4ccccc4)cc3C(=O)N([C@H](C)CO)C[C@@H]2C)cc1
  BioA inh: -1.9
COc1ccc(NC(=O)N(C)C[C@H]2Oc3ncc(C#CC(C)C)cc3C(=O)N([C@@H](C)CO)C[C@H]2C)cc1
  BioA inh: 1.8
O=C(C[C@H]1C=C[C@@H](NC(=O)c2cccc(F)c2)[C@H](CO)O1)NCc1ccc(Oc2ccccc2)cc1
  BioA inh: -1.3
C[C@H]1CCCCO[C@H](CN(C)C(=O)c2ccncc2)[C@@H](C)CN([C@@H](C)CO)C(=O)c2cc(NC(=O)Cc3ccccc3)ccc2O1
  BioA inh: -1.6
C[C@H](CO)N1C[C@H](C)[C@@H](CN(C)C(=O)Nc2cccc3ccccc23)Oc2c(NC(=O)Nc3ccc4c(c3)OCO4)cccc2C1=O
  BioA inh: 1.1
COc1ccc(-c2ccc([C@@H]3[C@H](C#N)N(C(=O)c4cccnc4)[C@H]3CO)cc2)cc1
  BioA inh: -1.9
Cc1ccc(S(=O)(=O)N(C)C[C@@H]2OCCCC[C@H](C)Oc3ccc(NC(=O)c4ccccc4)cc3C(=O)N([C@H](C)CO)C[C@@H]2C)cc1
  BioA inh: -3.3
CO[C@@H]1CN(C)C(=O)c2cc(NC(=O)c3cnccn3)ccc2OC[C@H](C)N(C(C)=O)C[C@@H]1C
  BioA inh: 0.2
C[C@H](CO)N1C[C@H](C)[C@@H](CN(C)C)Oc2cc(C#CCC3CCCC3)ccc2S1(=O)=O
  BioA inh: -2.7
C[C@H](CO)N1C[C@H](C)[C@@H](CN(C)Cc2ccncc2)Oc2c(NC(=O)Nc3ccc4c(c3)OCO4)cccc2C1=O
  BioA inh: -0.7
C[C@H](CO)N1C[C@H](C)[C@H](CN(C)Cc2ccccc2F)Oc2cc(C3=CCCCC3)ccc2S1(=O)=O
  BioA inh: -1.9
COc1cccc(CNC(=O)C[C@@H]2CC[C@@H](NS(=O)(=O)c3ccccc3OC)[C@@H](CO)O2)c1
  BioA inh: -1.2
O=C(C[C@@H]1CC[C@@H]2[C@H](COC[C@H](O)CN2C(=O)c2ccccc2)O1)N1CCc2ccccc2C1
  BioA inh: -1.4
Cc1noc(C)c1NC(=O)Nc1ccc2c(c1)C(=O)N([C@H](C)CO)C[C@H](C)[C@H](CN(C)C(=O)Nc1cccc3ccccc13)O2
  BioA inh: -0.1
C[C@@H]1CCCCO[C@@H](CN(C)CC2CCCCC2)[C@@H](C)CN([C@H](C)CO)C(=O)c2cc(NC(=O)Nc3cccc4ccccc34)ccc2O1
  BioA inh: -2.9
C[C@@H]1CCCCO[C@H](CN(C)C(=O)C2CCCCC2)[C@@H](C)CN([C@@H](C)CO)C(=O)c2cc(NC(=O)Nc3ccc(C(F)(F)F)cc3)ccc2O1
  BioA inh: -3.4
O=C(O)C[C@H]1C[C@H]2c3cc(NC(=O)c4ccc5c(c4)OCO5)ccc3O[C@H]2[C@@H](CO)O1
  BioA inh: 0.3
O=C(C[C@@H]1CC[C@H](NC(=O)C2CCC2)[C@H](CO)O1)NCc1ccccc1Cl
  BioA inh: 1.9
C[C@@H]1CCCCO[C@@H](CN(C)C(=O)Nc2ccc3c(c2)OCO3)[C@H](C)CN([C@@H](C)CO)C(=O)c2cc(NS(C)(=O)=O)ccc2O1
  BioA inh: 0.8

COc1ccc(NC(=O)Nc2ccc3c(c2)C(=O)N([C@H](C)CO)C[C@H](C)[C@H](CN(C)Cc2ccc4c(c2)OCO4)O3)cc1
  BioA inh: -0.2
N#C[C@@H]1[C@@H](c2ccc(-c3ccccc3F)cc2)[C@@H](CO)N1C(=O)C1CCC1
  BioA inh: 1.0
CO[C@@H]1CN(C)C(=O)c2cc(NC(=O)c3ccc(F)cc3)ccc2OC[C@H](C)N(C(C)=O)C[C@@H]1C
  BioA inh: 1.1
C[C@@H]1CCCCO[C@H](CN(C)Cc2ccncc2)[C@@H](C)CN([C@H](C)CO)C(=O)c2cc(NC(=O)CCCN(C)C)ccc2O1
  BioA inh: -1.1
CC(=O)N(C)C[C@@H]1Oc2cc(C#CC3(O)CCCC3)ccc2S(=O)(=O)N([C@@H](C)CO)C[C@H]1C
  BioA inh: -0.9
C[C@@H]1CN([C@H](C)CO)S(=O)(=O)c2ccc(C#CCN(C)C)cc2O[C@@H]1CN(C)C(=O)c1ccccc1F
  BioA inh: -0.9
COCCNC(=O)C[C@@H]1CC[C@@H]2[C@@H](COc3ccc(NC(=O)Nc4cccc(F)c4)cc3C(=O)N2C)O1
  BioA inh: 40.3*
CC(C)CN(C[C@@H]1N[C@@H](CO)[C@@H]1c1ccccc1)C(=O)CN(C)C
  BioA inh: 0.1
COCC(=O)N(C)C[C@H]1Oc2cc(C#Cc3cccnc3)ccc2S(=O)(=O)N([C@@H](C)CO)C[C@H]1C
  BioA inh: 4.2
C[C@H]1CN([C@@H](C)CO)C(=O)c2cccc(NC(=O)c3nc4ccccc4s3)c2O[C@@H]1CN(C)C(=O)Nc1cccc2ccccc12
  BioA inh: -0.8
C[C@@H]1CN([C@H](C)CO)C(=O)c2cc(NC(=O)Nc3ccc(C(F)(F)F)cc3)ccc2O[C@@H]1CN(C)S(=O)(=O)c1cn(C)cn1
  BioA inh: 0.7
C[C@@H]1CN([C@H](C)CO)C(=O)c2cc(NC(=O)CCCN(C)C)ccc2O[C@H]1CN(C)Cc1ccccc1
  BioA inh: -0.7
Cc1noc(C)c1NC(=O)N(C)C[C@H]1OCCCC[C@@H](C)Oc2ccc(NC(=O)c3ccncc3)cc2C(=O)N([C@H](C)CO)C[C@H]1C
  BioA inh: 0.0
CCC(=O)N[C@H]1C=C[C@@H](CC(=O)NCc2ccccc2OC)O[C@@H]1CO
  BioA inh: -3.6
C[C@@H]1CN([C@H](C)CO)C(=O)CCCn2cc(nn2)CO[C@@H]1CN(C)S(=O)(=O)c1ccc2c(c1)OCCCO2
  BioA inh: -3.0
COC(=O)C[C@@H]1CC[C@H]2[C@H](COc3ccc(NC(=O)C4CC4)cc3C(=O)N2C)O1
  BioA inh: -1.2
CCC(=O)N1[C@@H]2Cn3c(ccc(-c4ccccc4F)c3=O)[C@H]1[C@@H](C(=O)NC1CCC1)[C@@H]2CO
  BioA inh: -2.1
O=C(N[C@@H]1CC[C@@H](CCNS(=O)(=O)c2cccc(Cl)c2)O[C@@H]1CO)c1ccccc1
  BioA inh: -1.4
C[C@@H]1CN([C@H](C)CO)C(=O)c2cccc(NC(=O)Nc3ccc(F)cc3)c2O[C@@H]1CN(C)S(C)(=O)=O
  BioA inh: 0.8
CS(=O)(=O)Nc1ccc2c(c1)[C@H]1C[C@@H](CC(=O)NCCN3CCCCC3)O[C@H](CO)[C@H]1O2
  BioA inh: 2.4
C[C@@H]1CCCCO[C@H](CN(C)C(=O)C2CCCCC2)[C@H](C)CN([C@H](C)CO)C(=O)c2cc(NS(=O)(=O)c3cccs3)ccc2O1
  BioA inh: -4.3
COc1ccc(NC(=O)Nc2ccc3c(c2)C(=O)N([C@@H](C)CO)C[C@@H](C)[C@H](CN(C)C(=O)NC(C)C)OCCCC[C@@H](C)O3)cc1
  BioA inh: 1.0
OC[C@H]1[C@@H](c2ccc(-c3ccc(F)cc3)cc2)[C@@H]2CN(CCC(F)(F)F)CCCCN12
  BioA inh: 0.8
COc1ccc(S(=O)(=O)N(C)C[C@@H]2Oc3ccc(NS(=O)(=O)c4ccccc4)cc3C(=O)N([C@H](C)CO)C[C@@H]2C)cc1
  BioA inh: -4.2
C[C@@H]1CCCCO[C@@H](CN(C)S(=O)(=O)c2ccc(F)cc2)[C@@H](C)CN([C@@H](C)CO)C(=O)c2cc(NC(=O)NC3CCCCC3)ccc2O1
  BioA inh: 0.3

C[C@@H]1CN([C@H](C)CO)C(=O)c2cc(C3=CCCC3)cnc2O[C@@H]1CN(C)Cc1ccccc1C(=O)O
  BioA inh: -2.7
C[C@@H]1CCCCO[C@@H](CN(C)Cc2ccc(C(F)(F)F)cc2)[C@H](C)CN([C@@H](C)CO)C(=O)c2cc(NC(=O)CCCN(C)C)ccc2O1
  BioA inh: 0.2
O=C(Nc1ccc(F)cc1)N1CCCCN2[C@H](CO)[C@@H](c3ccc(C#Cc4ccccn4)cc3)[C@H]2C1
  BioA inh: 0.1
COc1ccc(NC(=O)Nc2ccc3c(c2)CC(=O)N([C@H](C)CO)C[C@@H](C)[C@@H](CN(C)S(=O)(=O)c2cccs2)O3)cc1
  BioA inh: 0.0
C/C=C/c1ccc([C@@H]2[C@@H](CO)N(C(=O)CC)[C@@H]2CNC(=O)CC)cc1
  BioA inh: -3.1
C[C@H](CO)N1C[C@H](C)[C@@H](CN(C)Cc2ccccc2)Oc2c(NC(=O)c3ccc(-c4nccs4)cc3)cccc2C1=O
  BioA inh: -1.7
CC(C)CC#Cc1cnc2c(c1)C(=O)N([C@H](C)CO)C[C@H](C)[C@@H](CN(C)Cc1ccccn1)O2
  BioA inh: -3.1
O=C(Nc1cc(F)ccc1F)N1CCCCN2[C@H](CO)[C@H](c3ccc(-c4cncnc4)cc3)[C@H]2C1
  BioA inh: 6.9
CO[C@@H]1CN(C)C(=O)c2ccc(NC(C)=O)cc2OC[C@H](C)N(Cc2nccs2)C[C@H]1C
  BioA inh: -0.8
CN1CCN(C(=O)C[C@@H]2C[C@H]3c4cc(NC(=O)NC5CCCCC5)ccc4O[C@H]3[C@H](CO)O2)CC1
  BioA inh: -0.7
CCC(=O)N1[C@H](CN(C)C(C)=O)[C@H](c2ccc(-c3cccnc3)cc2)[C@@H]1CO
  BioA inh: 4.1
CN(C)C(=O)C[C@@H]1C[C@H]2c3cc(NC(=O)C4CCOCC4)ccc3O[C@H]2[C@H](CO)O1
  BioA inh: -2.5
COc1ccc(NC(=O)N2C[C@H](O)COC[C@@H]3O[C@@H](CC(=O)N4CCN(C)CC4)CC[C@H]32)cc1
  BioA inh: -0.8
O=C(Nc1ccc(F)cc1)N[C@H]1C=C[C@@H](CC(=O)N2CCOCC2)O[C@H]1CO
  BioA inh: -5.6
Cn1cnc(S(=O)(=O)N2C[C@@H](O)COC[C@H]3O[C@@H](CC(=O)NCc4ccc(F)cc4)CC[C@@H]32)c1
  BioA inh: -0.5
C[C@@H]1CN([C@H](C)CO)C(=O)c2cc(NC(=O)Nc3ccccc3)ccc2O[C@H]1CN(C)Cc1ccc(Cl)c(Cl)c1
  BioA inh: -1.6
C[C@@H]1CN([C@H](C)CO)C(=O)c2cc(-c3ccc(F)cc3)cnc2O[C@@H]1CN(C)C(=O)Nc1ccc(F)cc1
  BioA inh: -0.4
CCCNC(=O)N1[C@H](CO)[C@@H](c2ccccc2)[C@@H]1CNC(=O)c1cccc(F)c1
  BioA inh: -7.7
CCC(=O)N(C)C[C@@H]1Oc2cc(-c3ccc(F)cc3)ccc2S(=O)(=O)N([C@H](C)CO)C[C@H]1C
  BioA inh: 0.5
COCC#Cc1cnc2c(c1)C(=O)N([C@H](C)CO)C[C@@H](C)[C@H](CN(C)C(=O)Cc1ccccc1)O2
  BioA inh: -3.3
COCCNC(=O)C[C@@H]1C[C@@H]2c3cc(NC(=O)Nc4ccccc4F)ccc3O[C@@H]2[C@@H](CO)O1
  BioA inh: 0.5
Cc1ccc(S(=O)(=O)N[C@@H]2C=C[C@@H](CC(=O)O)O[C@H]2CO)cc1
  BioA inh: 1.7
C[C@@H]1CN([C@@H](C)CO)C(=O)c2cc(NC(=O)Nc3ccc(C(F)(F)F)cc3)ccc2O[C@H]1CN(C)Cc1ccc(-c2ccccc2)cc1
  BioA inh: 0.9
C[C@@H]1CN([C@@H](C)CO)C(=O)c2cc(NS(=O)(=O)c3ccc(Cl)cc3)ccc2O[C@@H]1CN(C)Cc1ccc(C(F)(F)F)cc1
  BioA inh: 0.8
CCCNC(=O)C[C@H]1CC[C@H]2[C@H](COc3ccc(NC(=O)C4CCCC4)cc3C(=O)N2C)O1
  BioA inh: 2.8

COCC(=O)Nc1ccc2c(c1)OC[C@H](C)N(C(=O)c1cnccn1)C[C@@H](C)[C@H](OC)CN(C)C2=O
  BioA inh: 0.3
CC(C)NC(=O)Nc1ccc2c(c1)C(=O)N([C@@H](C)CO)C[C@H](C)[C@@H](CN(C)CC1CCCCC1)O2
  BioA inh: 0.9
CC(C)NC(=O)Nc1ccc2c(c1)C(=O)N([C@@H](C)CO)C[C@@H](C)[C@H](CN(C)Cc1ccc(Cl)c(Cl)c1)OCCCC[C@@H](C)O2
  BioA inh: -0.6
C[C@@H]1CN([C@H](C)CO)C(=O)c2ccccc2-c2ccccc2CO[C@H]1CN(C)C(=O)Nc1ccccc1
  BioA inh: -1.5

A second format for some results above:
Compound,BioA inh
CC(C)NC(=O)Nc1ccc2c(c1)C(=O)N([C@H](C)CO)C[C@H](C)[C@H](CN(C)C)OCCCC[C@@H](C)O2,-0.5
COc1ccc(NC(=O)Nc2ccc3c(c2)C(=O)N([C@H](C)CO)C[C@H](C)[C@H](CN(C)Cc2ccc4c(c2)OCO4)O3)cc1,-0.2
CC(C)CC#Cc1cnc2c(c1)C(=O)N([C@H](C)CO)C[C@H](C)[C@@H](CN(C)Cc1ccccn1)O2,-3.1
C[C@H](CO)N1C[C@H](C)[C@H](CN(C)Cc2ccccc2F)Oc2cc(C3=CCCCC3)ccc2S1(=O)=O,-1.9
CO[C@@H]1CN(C)C(=O)c2cc(NC(=O)c3ccc(F)cc3)ccc2OC[C@H](C)N(C(C)=O)C[C@@H]1C,1.1
